D1 antagonist = Antagonist of Human D 1 Dopamine Receptor: qHTS | HEK293 TREx D1 cells, calcium flux, dopamine EC80; stronger effect = lower value | 360,000 compounds, 3.2% hits | AID 504652, 2011 | activity change, negative = inhibition, % at 10 µM | D(1A) dopamine receptor (Homo sapiens), P21728; in the data active = activity change below about -30%; note: % is set by controls: 0 for no effect and ±100 for the full control effect
Target sequence (P21728 whole entry, looked up): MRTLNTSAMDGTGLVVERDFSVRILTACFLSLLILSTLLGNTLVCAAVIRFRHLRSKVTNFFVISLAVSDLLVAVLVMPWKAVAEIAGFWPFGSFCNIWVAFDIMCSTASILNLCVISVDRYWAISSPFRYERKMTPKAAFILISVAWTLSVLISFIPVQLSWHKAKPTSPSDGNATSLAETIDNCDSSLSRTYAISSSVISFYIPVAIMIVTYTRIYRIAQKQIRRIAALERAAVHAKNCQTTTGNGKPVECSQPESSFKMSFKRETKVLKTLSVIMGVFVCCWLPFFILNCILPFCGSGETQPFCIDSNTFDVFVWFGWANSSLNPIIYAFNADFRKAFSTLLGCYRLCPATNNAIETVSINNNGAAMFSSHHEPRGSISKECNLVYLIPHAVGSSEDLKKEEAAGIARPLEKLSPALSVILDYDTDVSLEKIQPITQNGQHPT
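Antagonism measured as reduced calcium response to an EC80 dopamine addition following 180 s compound pre-read; cells were inducible HEK293 Trex D1 plated overnight at 30 C, read kinetically at 1 cycle/sec.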
D1 ag = Allosteric Agonists of the Human D1 Dopamine Receptor: qHTS | 360,000 compounds, 1% hits | D(1A) dopamine receptor (Homo sapiens), P21728 | activation, % at 2 µM | HEK293 T-REx D1 cells, calcium flux, agonist mode; in the data active = activation above about 30%; note: 0% is about no effect
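Inducible HEK293 T-REx D1 cells, force-coupled to calcium signalling, were plated at 4000 cells/well with tetracycline and held overnight at 30 C. After no-wash calcium dye loading, compound-evoked calcium rise over 180 s flagged agonists.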
TRHR ag = qHTS for Small Molecule Agonists and Allosteric Enhancers of Human TRH Receptor: Primary Screen for Agonists | Thyrotropin-releasing hormone receptor (Homo sapiens), P34981 | TRHR cells, calcium flux fluo-8, FDSS agonist mode | activation, % at 2 µM | 360,000 compounds, 0.18% hits | AID 493084, 2011; in the data active = activation above about 30%; note: 0% is about no effect
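Fluo-8-loaded TRHR cells; 10 s baseline, compound added, kinetic Ca2+ fluorescence read 1/s, agonist mode.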
TRHR enhancer = qHTS for Small Molecule Agonists and Allosteric Enhancers of Human TRH Receptor: Primary Screen for Enhancers; TRHR cells, fluo-8 calcium fluorescence, EC20 TRH enhancement; enhancement, % at 2 µM; 360,000 compounds, 0.66% hits; in the data active = enhancement above about 30%; note: 0% is about no effect
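TRHR-expressing cells loaded with fluo-8 calcium dye were read kinetically (ex 480/em 530) during compound addition, then stimulated with an EC20 of TRH (10 nM final). Enhancement of the Gq-mediated intracellular calcium response was scored.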
D1 PAM = Potentiators of Human D1 Dopamine Receptor: qHTS; D(1A) dopamine receptor (Homo sapiens), P21728; HEK293 TREx D1 cells, calcium flux, dopamine EC20 potentiation; potentiation, % at 10 µM; 360,000 compounds, 0.036% hits; in the data active = potentiation above about 30%; note: 0% is about no effect
D2 potentiator = HTS Assay for Positive Allosteric Modulators of the Human D2 Dopamine Receptor: Primary Screen for Potentiators; D(2) dopamine receptor (Homo sapiens), P14416; HEK293 T-REx D2, calcium flux, EC20 dopamine potentiation; potentiation, % at 10 µM; 340,000 compounds, 0.34% hits; AID 485347, 2010;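 active = potentiation over 3 SD above the plate norm, cut at about 30% in these data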; note: 0% is about no effect
Target sequence (P14416 whole entry, looked up): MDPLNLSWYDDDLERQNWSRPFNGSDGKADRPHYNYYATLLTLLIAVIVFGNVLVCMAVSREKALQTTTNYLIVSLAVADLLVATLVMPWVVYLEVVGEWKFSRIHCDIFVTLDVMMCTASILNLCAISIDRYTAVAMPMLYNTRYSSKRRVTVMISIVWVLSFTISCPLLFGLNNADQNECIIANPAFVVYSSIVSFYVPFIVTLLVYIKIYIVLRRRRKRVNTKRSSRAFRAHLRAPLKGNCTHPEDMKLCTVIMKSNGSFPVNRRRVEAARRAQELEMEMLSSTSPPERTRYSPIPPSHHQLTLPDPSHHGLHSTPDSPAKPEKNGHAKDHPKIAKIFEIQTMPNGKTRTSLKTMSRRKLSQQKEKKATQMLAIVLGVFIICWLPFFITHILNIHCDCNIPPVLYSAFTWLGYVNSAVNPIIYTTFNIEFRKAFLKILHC
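Potentiation of an EC20 dopamine calcium response measured kinetically over 180 s, after a preceding 180 s compound-only read flagging agonists. Cells: inducible Hek293 Trex D2 line, 4000/well, cultured overnight at 30 C before dye loading.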
Apoferritin bind = qHTS Assay for Identification of Novel General Anesthetics. Ferritin light chain (Equus caballus), P02791. apoferritin/1-aminoanthracene competitive binding, fluorescence. Potency, µM (titrated, usually from 77.5 µM), inactives show top-dose activity change, negative = displacement, most hits filed as inhibitors. 350,000 compounds, 0.074% hits. AID 485281, 2010; note: potency is the fitted concentration of half-maximal effect; % is set by controls: 0 for no effect and ±100 for the full control effect; nearly all actives have a fitted effect of over 20% in size
Target sequence (P02791 2-175 limits assumed): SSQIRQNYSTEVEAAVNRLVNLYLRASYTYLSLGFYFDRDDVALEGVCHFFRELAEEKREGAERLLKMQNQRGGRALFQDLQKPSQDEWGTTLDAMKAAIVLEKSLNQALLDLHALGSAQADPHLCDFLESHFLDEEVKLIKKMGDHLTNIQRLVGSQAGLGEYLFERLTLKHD
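Concentration-response curves derived by four-parameter Hill fitting of normalized fluorescence, where compounds displaced 1-AMA from 10 uM horse apoferritin following a brief 10 min room-temperature incubation; propofol titration acted as positive control.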
RXFP1 antag = qHTS Assay for Antagonists of the Relaxin Receptor RXFP1. activity change, negative = inhibition, % at 57.5 µM. 350,000 compounds, 0.59% hits. AID 1259400, 2018. Relaxin receptor 1 (Homo sapiens), Q9HBX9. HEK293-RXFP1, relaxin-stimulated cAMP HTRF, 30 min; stronger effect = lower value;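 active = activity change of -60% or lower, but not beyond a set lower limit; inconclusive = change between -60% and -40%, or beyond the set limit; inactive = change above -40%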; note: % is set by controls: 0 for no effect and ±100 for the full control effect
RXFP1 agonist = qHTS Assay for Agonists of the Relaxin Receptor RXFP1; Relaxin receptor 1 (Homo sapiens), Q9HBX9; HEK293T-RXFP1 cAMP TR-FRET, 30 min; response scale: percent of porcine relaxin response, buffer zero; 370,000 compounds, 0.3% hits; Potency, µM (series often up to 57.5 µM), without a hit: top-dose activation, usual class: activators; AID 2676, 2010; note: potency is the fitted concentration of half-maximal effect; % is set by controls: 0 for no effect and ±100 for the full control effect; nearly all actives have a fitted effect of over 60% in size; many of its hits are not listed in these tables
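HEK293 cells stably expressing RXFP1, treated 30 min at 37C with compounds plus PDE4 inhibitor Ro 20174; cAMP measured by HTRF TR-FRET. Normalized to buffer and 29 nM porcine relaxin; EC50 by Hill fit.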
* hit, by the source's call; ? = inconclusive; nt = not tested or not shown. Unless noted, calls come from the whole dose curve; as a rule, active = well fitted curve in the direction sought with a large enough effect; inconclusive = small, poorly fitted or top-dose-only effect, or another doubt; inactive = no such curve, though single readings can be large; an effect the other way counts as inactive or inconclusive. These rows are one share of the data; rates above refer to the full screens.

SMILES	D1 antagonist	D1 ag	TRHR ag	TRHR enhancer	D1 PAM	D2 potentiator	Apoferritin bind	RXFP1 antag	RXFP1 agonist
Cc1cc(-c2ccc(Cl)cc2)n2nc(N)nc2n1	3.8	3.4	-0.7	-2.0	0.6	6.8	0.7%	-7.8	2.0%
COc1ccc(CN=C2NC(=O)CC(C(=O)Nc3cc(C)cc(C)c3)S2)cc1 (stereo unspecified)	28.8	3.1	1.0	20.6	-1.2	9.2	?	nt	2.0%
O=C(CSc1nncs1)NCc1ccc2c(c1)OCO2	-3.1	3.9	0.3	3.2	-2.5	-18.0	-15.2%	-1.4	1.1%
Cc1ccc(C)c(NC(=S)N2CCC(NC(=O)c3ccco3)CC2)c1	-16.5	-0.4	0.0	-0.6	5.5	11.3	-7.8%	-6.3	1.0%
COC(=O)c1ccc(NCC(=O)N2CCCCCC2)cc1	-3.7	5.2	-0.9	2.1	6.4	8.3	3.3%	nt	-0.2%
Cc1ccc(NS(=O)(=O)c2c(C(=O)N3CCOCC3)c(C)n(C)c2C)cc1	-6.6	0.3	0.7	-1.8	3.2	0.4	-2.5%	0.3	-0.8%
CCN(CC(=O)NCc1ccc(F)cc1)C(=O)c1ccc2c(c1)OCO2	4.7	5.5	-0.2	-0.3	nt	-4.7	nt	9.0	-0.1%
COc1cnc(-c2ccccc2)nc1Oc1cccc(C)c1C	9.4	6.5	0.0	12.3	7.0	0.3	0.9%	-33.3	-0.2%
COc1cc2c(cc1OC)C(C)N(C(=O)c1c(C)noc1C)CC2 (stereo unspecified)	8.7	0.1	0.5	13.0	1.6	10.9	-3.8%	-6.9	-1.4%
Cc1ccn2c(C(=O)NN=C3CCN(C)CC3)c(C)nc2c1	-1.0	1.2	-2.4	-4.9	-6.4	nt	-15.1%	-17.8	0.3%
Cc1csc(NC(=O)CCCc2cccs2)n1	6.4	2.9	0.0	-5.0	2.9	-2.3	-19.4%	5.6	1.1%
C/C(=N/NC(=O)CNC(=O)Cc1ccc(Cl)cc1)c1ccco1	-5.7	2.0	0.4	13.6	-0.3	4.6	-14.2%	4.0	2.1%
O=C(O)c1cccc2cc(-c3ccccc3)oc(=O)c12	-8.1	1.2	-0.2	2.4	-7.2	9.7	-0.8%	4.4	3.7%
COC(=O)c1ccc(NC(=O)C2C3C=CC(C3)C2C(=O)O)cc1 (stereo unspecified)	6.3	0.7	0.5	2.5	-3.0	9.4	2.0%	5.5	-0.2%
Cc1ccc(NC(=O)CCNS(=O)(=O)c2cc(Br)cnc2N)c(Cl)c1	-2.2	5.2	-0.8	3.5	0.8	-1.0	-4.8%	nt	0.1%
CCOC(=O)/C=C1\SCC(=O)N1CC(=O)NCCOC	-1.1	0.4	0.0	-0.8	-10.8	-0.5	0.9%	10.4	0.7%
CC(C)(Cc1cccc(CC(C)(C)C(=O)O)c1)C(=O)O	-2.5	3.1	0.2	12.0	-1.1	-0.6	0.4%	nt	1.1%
O=C(O)CN1C(=O)C(=O)N(Cc2ccccc2F)C1=O	5.7	1.3	-0.2	-4.4	1.7	9.3	0.0%	3.0	-0.1%
COc1ccc(CN2CCCCC2C)cc1OC (stereo unspecified)	-5.4	2.5	0.5	-0.3	4.7	nt	-7.3%	0.9	0.1%
CN(C(=O)c1ccc2c(=O)n3c(nc2c1)CCCCC3)c1ccccc1F	-6.0	-0.1	0.3	-4.0	-10.2	nt	-3.6%	35.1	2.8%
CCN(C(=O)C1CCN(S(=O)(=O)c2ccc3c(c2)CCCN3C(C)=O)CC1)c1cccc(C)c1	4.6	0.4	-0.3	-1.7	-4.8	-1.6	4.1%	-13.4	-0.8%
CC(C)c1ccc(N2C(=O)[C@@H]3Cc4ccccc4CN3C2=O)cc1	3.1	3.6	1.2	-2.5	6.3	2.0	-5.6%	-4.9	-1.3%
COC(=O)C(C(=O)Nc1cccc(C)n1)C1CCCCCC1 (stereo unspecified)	-7.3	2.2	-2.4	10.6	-7.1	15.8	-0.6%	-7.3	-5.3%
Cc1cccc(OCCNc2cc(N3CCN(C)CC3)ccc2[N+](=O)[O-])c1	-18.4	12.0	1.5	0.3	-9.2	-25.1	-12.9%	nt	0.2%
COc1ccc(-c2nnnn2C(C)C)cc1S(=O)(=O)Nc1ccccc1	7.8	-0.5	0.6	-7.0	1.5	-3.7	-6.2%	15.0	1.8%
SMILES	D1 antagonist	D1 ag	TRHR ag	TRHR enhancer	D1 PAM	D2 potentiator	Apoferritin bind	RXFP1 antag	RXFP1 agonist
Cc1ccc(NC(=S)NCc2ccccc2)cc1[N+](=O)[O-]	-21.2	23.4	0.5	-5.6	-8.2	-8.7	-22.4%	0.8	-0.2%
CC(=O)Nc1nonc1-c1nnc(SCc2ccc(F)cc2Cl)n1C	-17.9	0.4	-1.1	-11.3	-1.1	-8.9	-23.6%	-4.7	3.2%
CCN(CC)S(=O)(=O)c1ccc(C)c(NC(=O)CN2CCN(C)CC2)c1	10.9	0.8	0.2	5.0	-5.1	12.2	-3.9%	3.1	5.4%
COc1cc2c(cc1OC)C(C)N(C(=O)CCc1c[nH]c3ccccc13)CC2 (stereo unspecified)	0.2	3.3	-1.3	1.9	1.6	nt	1.0%	9.5	2.0%
O=[N+]([O-])c1ccc(CNc2ccc(Cl)cc2)s1	-37.3*	5.1	0.2	-1.6	-9.1	4.4	14.1µM*	-25.0	3.1%
O=C(O)C1CCCN1C(=O)C1CCN(S(=O)(=O)c2cccc(C(F)(F)F)c2)CC1 (stereo unspecified)	-10.4	1.1	0.5	-3.8	2.0	13.0	nt	-3.9	0.5%
CC1CCN(C(=O)c2ccc(NS(=O)(=O)c3cccc4cccnc34)cc2)CC1	6.8	3.3	-0.7	2.0	3.0	-5.6	2.0%	0.9	-1.1%
Cc1ccc(C(=O)NCCCNC(=O)c2cccnc2)cc1	0.3	-0.8	0.0	-5.6	-3.0	14.8	1.4%	-16.7	3.4%
COc1ccc(-n2ncc(C(=O)N3CCN(c4ncccn4)CC3)c2C2CCN(C(=O)OC(C)(C)C)CC2)cc1	1.3	1.4	0.7	3.2	7.2	-6.3	2.4%	-3.2	-3.0%
CCn1c(=O)c(C(=O)Nc2ccccn2)c(O)c2ccccc21	-2.8	1.0	0.2	4.8	-0.1	3.7	-8.5%	11.4	3.9%
c1coc(-c2ncc[nH]2)c1	0.7	1.5	-1.1	-2.4	4.9	-9.4	-9.2%	10.0	0.2%
Cc1ccc(NC(=O)/C(=C\c2cccs2)NC(=O)c2ccccc2)cc1	2.8	1.6	-0.3	-3.3	-6.8	6.8	-9.8%	-3.5	-1.7%
O=C(O)c1ccccc1-n1c(-c2ccccc2)cc2c1CCCC2=O	5.9	1.1	-0.1	3.7	2.0	4.0	-5.1%	7.7	-1.4%
COc1cccc(NC(=O)CSCc2cc(=O)n3ccsc3n2)c1	-2.9	3.0	0.1	0.5	-3.1	-0.7	1.3%	37.1	0.1%
Cc1ccc(S(=O)(=O)N2CC=C(C(=O)NC3CC3)CC2)cc1	8.2	0.7	-0.5	-1.1	-1.7	0.4	-9.6%	-7.7	1.9%
CCc1nc(CNC(=O)C2CCC(=O)N(Cc3ccccc3F)C2)no1 (stereo unspecified)	-6.6	2.0	-0.8	-0.2	-3.9	-10.1	-5.2%	14.2	4.5%
CCOC(=O)C1CCN(C(=O)c2cccc(S(=O)(=O)N3c4ccccc4CC3C)c2)CC1 (stereo unspecified)	-6.8	7.5	0.0	8.0	nt	1.3	nt	-14.8	1.6%
COC(=O)COc1ccc2oc(=O)cc(-c3cc4cccc(OC)c4o3)c2c1	9.6	-0.4	0.9	-0.2	-2.2	0.6	-12.4%	-24.6	3.8%
CC1=C(C(=O)OCC(C)C)C(c2ccc(OCc3ccccc3)cc2)N2C(=O)CCSC2=N1 (stereo unspecified)	4.4	13.9	1.9	-7.3	-1.8	-5.8	2.9%	nt	-3.0%
COc1ccc(C(=O)CSc2nccn2C)cc1	-10.6	-0.5	1.0	9.7	-2.0	-3.5	-7.8%	-16.2	-2.4%
C(=N\Nc1nnnn1-c1ccccc1)/c1ccncc1	-2.4	5.0	1.0	0.7	-3.5	-7.2	-3.4%	2.1	1.0%
CCN(CC)S(=O)(=O)c1cccc(C(=O)Oc2cccc(NC(=O)c3cccs3)c2)c1	-8.8	11.3	0.1	-7.8	-7.2	-7.2	-5.5%	-14.7	3.6%
CC(C)NS(=O)(=O)c1ccc(NC(=S)NC(=O)c2cccc([N+](=O)[O-])c2)cc1	9.3	6.0	-1.2	6.0	-1.2	9.6	?	nt	-0.3%
CCN(CC)C(=O)c1ccc(S(=O)(=O)NCc2cccnc2)cc1	-10.8	3.0	-0.3	4.6	3.6	1.3	0.8%	14.5	1.0%
CCCCOc1ccc(C(=O)NN2CCN(C)CC2)cc1	-3.3	1.0	0.4	-3.1	0.3	-6.6	5.6%	-11.8	0.9%
Cc1ccc(Cn2c(=O)n(Cc3nc(-c4ccccc4)no3)c(=O)c3cc4c(cc32)OCO4)cc1	2.0	-0.3	0.5	-0.6	-1.2	-3.6	0.0%	15.5	0.7%
CSC1=NCCN1CCOc1ccccc1	-8.1	2.4	0.0	-0.7	-5.1	nt	-3.0%	-14.2	-0.3%
COc1cccc(C2C(C(=O)c3ccco3)=C(O)C(=O)N2CCN(C)C)c1OC (stereo unspecified)	6.0	1.1	-0.3	-4.3	-3.8	-3.9	-9.0%	4.5	2.9%

Three of the compounds above, as comma-separated lines:
Compound,D1 antagonist,D1 ag,TRHR ag,TRHR enhancer,D1 PAM,D2 potentiator,Apoferritin bind,RXFP1 antag,RXFP1 agonist
CCN(CC)C(=O)c1ccc(S(=O)(=O)NCc2cccnc2)cc1,-10.8,3.0,-0.3,4.6,3.6,1.3,0.8%,14.5,1.0%
CCCCOc1ccc(C(=O)NN2CCN(C)CC2)cc1,-3.3,1.0,0.4,-3.1,0.3,-6.6,5.6%,-11.8,0.9%
Cc1ccc(Cn2c(=O)n(Cc3nc(-c4ccccc4)no3)c(=O)c3cc4c(cc32)OCO4)cc1,2.0,-0.3,0.5,-0.6,-1.2,-3.6,0.0%,15.5,0.7%
